IEC-6 tox: kills IEC-6 intestinal cells in KLF5 counter-screen; inhibition, % at 5 µM; IEC-6 cytotoxicity, luminescence viability; 290,000 compounds, 0.78% hits; AID 1825; in the data active = inhibition above about 22%;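 also: 0% = plate median of test compound wells and 100% = cytotoxic reference compound wells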
aSyn 5UTR inh: MLPCN primary screen, SNCA 5' untranslated region; alpha-synuclein 5'UTR reporter, inhibitor activity; inhibition, % (tested at 7.5 µM); 300,000 compounds, 0.82% hits; in the data active = inhibition above about 60%; inconclusive = no clear call, values can overlap the other calls;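 also: H4 neuroglioblastoma cells stably carrying SNCA 5'UTR luciferase fusion; 0% = DMSO wells and 100% = positive control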
AI-2 QS modul: Vibrio harveyi AI-2 quorum sensing modulation | Vibrio harveyi JMH597 AI-2 luminescence/OD600 ratio, 9 h; hits give low values; strain lacks LuxN and CqsS sensors; 0 = neutral-control median | activity change, % at 7.5 µM | 300,000 compounds, 0.4% hits; in the data active = activity change below about -75%, passing the limit was not always enough; inconclusive = no clear call, values can overlap the other calls;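 also: luminescence divided by OD600 gain over 9 h not by final OD600 alone; inactives centre near 13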
HSF1 activator: increases HSF-1 driven luciferase reporter signal | NIH3T3-HGL HSF-1 luciferase reporter, MG132, 8 h; 100% = twice DMSO control signal | activation, % at 9 µM | 300,000 compounds, 1.7% hits;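 active = mean replicate activation of at least 50% with a set share of replicates each reaching 50%; inconclusive = only one of those two conditions met; inactive = mean below 50% and too few replicates reaching it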;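 also: 0% = median of the neutral control wells and 100% = twice that signal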
HSP90 inh: inhibitors of HSP90 luciferase refolding in rabbit reticulocyte lysate; luciferase refolding luminescence, 3 h; inhibition, % at 5.6 µM; 290,000 compounds, 0.91% hits; AID 1789;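 active = inhibition above the screen-wide mean plus 3 SD, computed separately per campaign, cut at about 16% in these data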;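 also: 0% = DMSO wells and 100% = 60 µM geldanamycin wells; inhibitors lower the luminescence because luciferase stays unfolded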
GSK3A inh: blocks human GSK-3 alpha kinase. ADP-Glo luminescence, 60 min. inhibition, % at 10 µM. 320,000 compounds, 0.1% hits;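 in the data active = inhibition above about 50%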;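 also: GST-tagged GSK-3 alpha with peptide substrate and 25 µM ATP; 0% = DMSO neutral wells and 100% = GW8510 positive control wells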
Target sequence (P49840 whole entry, looked up): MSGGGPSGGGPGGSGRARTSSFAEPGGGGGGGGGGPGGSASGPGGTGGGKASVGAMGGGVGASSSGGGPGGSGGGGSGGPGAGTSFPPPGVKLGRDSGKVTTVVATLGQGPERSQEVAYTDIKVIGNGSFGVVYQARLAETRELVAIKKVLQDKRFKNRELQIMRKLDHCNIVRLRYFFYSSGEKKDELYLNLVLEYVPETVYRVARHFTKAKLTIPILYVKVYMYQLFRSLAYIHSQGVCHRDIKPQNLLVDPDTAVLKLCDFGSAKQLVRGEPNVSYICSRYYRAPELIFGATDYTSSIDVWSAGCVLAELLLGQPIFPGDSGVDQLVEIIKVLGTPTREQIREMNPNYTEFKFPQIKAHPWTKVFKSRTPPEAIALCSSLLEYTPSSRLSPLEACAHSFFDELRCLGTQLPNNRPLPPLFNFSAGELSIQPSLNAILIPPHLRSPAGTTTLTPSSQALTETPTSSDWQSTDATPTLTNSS
HSF1 inh: HSF1 inhibition; NIH3T3-HGL HSE-luciferase, MG132-induced, luminescence 8 h; hits give low values; activity change, negative = inhibition, % at 7.5 µM (by protocol); 300,000 compounds, 0.77% hits; AID 2098;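 active = more than half of replicate wells show activity change below -50%, luminescence cut by over half; inconclusive = some wells, but at most half, below -50%; inactive = no replicate well below -50%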;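 also: luciferase reports HSF-1 transcriptional activity via heat shock element; 0% = median of DMSO wells and -100% = zero luminescence signal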
PolyA inh: yeast polyadenylation inhibition. S. cerevisiae SKY197-pL101 polyadenylation reporter, beta-gal luminescence; efflux-impaired pdr1/pdr3 knockout yeast; score 100 = 6 SD above DMSO. 300,000 compounds, 0.02% hits. calls only at 12 µM;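 active = lowest replicate activity score at least 50, where 100 means six control SD above control mean; inconclusive = lowest score under 50 but half or more replicates reach 50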;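 also: yeast exposed to compound for 9 h at 30 °C; higher score means more reporter readthrough which indicates perturbed polyadenylation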
KLF5 inhibitor: kruppel-like factor 5 inhibition; DLD-1 KLF5 promoter-luciferase reporter, luminescence; inhibition, % at 5 µM; 290,000 compounds, 0.23% hits;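 active = inhibition above a per-plate limit of that plate's mean compound inhibition plus 3 SD, cut at about 60% in these data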;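 also: 0% = DMSO wells and 100% = LY294002 at 200 µM; higher means less KLF5 promoter-driven luciferase light; inactives centre near -14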
GSK3B inh: human GSK3beta kinase inhibition; P49841; GST-GSK3beta kinase, ADP-Glo luminescence, 60 min; hits give low values; activity score (negative = inhibition), % at 10 µM; 300,000 compounds, 0.038% hits;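 active = more than half of replicate wells score below -50%, meaning over 50% inhibition versus plate controls; inconclusive = some replicates but at most half score below -50%; inactive = no replicate scores below -50%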;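 also: 0% = median DMSO wells and -100% = median GW8510 positive control wells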
Target sequence (P49841 whole entry, looked up): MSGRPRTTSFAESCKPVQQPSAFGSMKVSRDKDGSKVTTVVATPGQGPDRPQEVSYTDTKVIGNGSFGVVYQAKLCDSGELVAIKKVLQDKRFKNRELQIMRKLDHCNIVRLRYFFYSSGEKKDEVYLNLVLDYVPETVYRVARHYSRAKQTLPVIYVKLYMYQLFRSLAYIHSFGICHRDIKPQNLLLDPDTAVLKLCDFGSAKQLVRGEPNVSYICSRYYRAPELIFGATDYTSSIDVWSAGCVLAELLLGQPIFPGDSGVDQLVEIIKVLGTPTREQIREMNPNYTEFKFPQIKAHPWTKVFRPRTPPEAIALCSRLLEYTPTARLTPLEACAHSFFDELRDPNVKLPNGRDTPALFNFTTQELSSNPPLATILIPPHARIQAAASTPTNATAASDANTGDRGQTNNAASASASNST
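Test system – GST-tagged human GSK3beta kinase, cell-free · Incubation – 60 min enzyme reaction, room temperature · Signal – ADP-Glo luminescence · Also added – peptide substrate and ATP at 25 µM · Controls – DMSO neutral wells and GW8510 at 20 µM as positive · Buffer or medium – Tris/MgCl2 kinase buffer · Measure – Luminescence-derived activity versus plate DMSO and GW8510 wells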
An asterisk follows results filed as active; i = inactive; ? = inconclusive; . = not tested or not shown.

1: CCC1CCCCN1C(=O)CSc1nc(N)cc(N)n1 (stereo unspecified)
2: CCOC(=O)C1CCCN(S(=O)(=O)c2ccc3ccccc3c2)C1 (stereo unspecified)
3: CCOC(=O)c1cnc(SCc2nc(N)nc(Nc3ccccc3)n2)nc1N
4: Cc1ccc(CNCc2ccccc2Cl)cc1
5: O=C(NCc1ccccc1Cl)C1CCC(=O)N(CC2CCCCC2)C1 (stereo unspecified)
6: Cc1nn(-c2ccccc2)c2nc(N)c(C#N)c(-c3ccc(C(C)(C)C)cc3)c12
7: Nc1nc(NC(=O)CCC(=O)O)nn1-c1ccccc1
8: COc1ccc(OC)c(NC2=NC3(CCCCC3)N=C(N)N2)c1
9: NC(=O)COC(=O)/C=C/c1ccc(S(=O)(=O)N2CCCCCC2)cc1
10: NC(=O)c1ccc(NC(=O)CS(=O)(=O)c2cn(CC(=O)N3CCCCC3)c3ccccc23)cc1
compound no.,1,2,3,4,5,6,7,8,9,10
HSP90 inh,0,-5,-2,-2,4,-9,0,4,-2,-1
KLF5 inhibitor,7,-24,11,-14,-24,-21,-19,-9,-4,-23
IEC-6 tox,4,1,-1,-6,-2,-4,-7,0,0,2
GSK3B inh,2,-1,5,-1,-4,7,6,2,0,-1
PolyA inh,i,i,i,i,i,i,i,i,i,i
GSK3A inh,-1,0,-1,20,0,-2,-2,-3,-1,0
HSF1 activator,?,-8,0,22,-19,5,-12,-17,-12,8
HSF1 inh,33,1,5,6,-2,3,0,5,-1,1
aSyn 5UTR inh,-14,-2,25,-15,-14,-22,6,-9,7,-4
AI-2 QS modul,9,25,?,35,29,32,21,13,26,15

11: Cc1ccc(N2C(=O)N(CC(=O)N3CCOCC3)C(=O)C2C)cc1 (stereo unspecified)
12: CC(C)c1cccc(C(C)C)c1NC(=O)CN1C(=O)NC2(CCCC2)C1=O
13: CCOc1cc(S(=O)(=O)n2cc(-c3ccc(F)cc3)c(N)n2)cc(OCC)c1OCC
14: C/C=C/C(=O)OCC(=O)NC(=O)NC(C)C
15: Cc1ccc(C(=O)C(C)OC(=O)Cn2[nH]c(=O)c3ccccc3c2=O)cc1C (stereo unspecified)
16: COc1ccc(C(=O)CC(c2ccccc2)C2C(=O)CCCC2=O)cc1 (stereo unspecified)
17: CC(NC(=O)CN1CCN(S(=O)(=O)c2ccc(Br)cc2)CC1)c1ccccc1 (stereo unspecified)
18: CCc1cc2c(=O)[nH]c(-c3ccncc3)nc2s1
19: CCN(CC)S(=O)(=O)c1ccc(N/N=C/c2ccccc2OCC(=O)O)c([N+](=O)[O-])c1
20: S=C(Nc1ccccn1)Nc1ccccc1Cl
compound no.,11,12,13,14,15,16,17,18,19,20
HSP90 inh,2,0,-1,1,5,6,.,0,3,-2
KLF5 inhibitor,-4,-13,-9,4,-21,-2,.,-23,-6,-52
IEC-6 tox,0,-10,4,4,-1,-1,.,-2,10,6
GSK3B inh,1,-1,0,4,-1,-21,-2,0,1,-1
PolyA inh,i,i,i,i,i,i,.,i,i,i
GSK3A inh,-3,-2,-2,2,4,-2,-5,-2,-2,-2
HSF1 activator,6,7,12,5,9,6,5,14,-2,20
HSF1 inh,-1,1,14,0,-3,13,2,2,1,5
aSyn 5UTR inh,14,-10,37,-7,-11,-34,21,8,-6,-83
AI-2 QS modul,2,15,9,-7,-7,4,16,29,-2,16

21: COCCNC(=O)C1CC(c2ccccc2[N+](=O)[O-])=NO1 (stereo unspecified)
22: CCCCNC(=O)/C=C1\Sc2ccccc2NC1=O
23: Cc1ccc(/C=C/C(=O)O)cc1S(=O)(=O)Nc1ccc(C(=O)O)cc1
24: CCN1C(=O)[C@H]2[C@@H](c3ccc(SC4CCCCC4)cc3)N[C@@](CC(C)C)(C(=O)OC)[C@H]2C1=O
25: CCOC(=O)c1ccc(-n2c(CN3CCC(C(N)=O)CC3)nc3ccc([N+](=O)[O-])cc3c2=O)cc1
26: COCCNCCCOc1ccc(C(C)(C)c2ccccc2)cc1
27: CCNC(=O)CN1C(=O)NC2(CCCc3cc(OC)ccc32)C1=O (stereo unspecified)
28: C=CCOc1ccccc1CN1CCN(CCc2ccccc2)C(CCO)C1 (stereo unspecified)
29: Cc1cccc2cc3cccc(C)c3nc12
30: CCCc1cc(-c2n[nH]c(=S)n2-c2cccc(C)c2)cs1
compound no.,21,22,23,24,25,26,27,28,29,30
HSP90 inh,2,0,3,.,1,-3,-1,-2,0,1
KLF5 inhibitor,10,-5,-31,.,-29,-90,-18,-13,-10,9
IEC-6 tox,5,1,-14,.,0,5,-2,-5,-1,-5
GSK3B inh,-3,-1,1,2,3,0,1,1,-2,1
PolyA inh,i,i,i,.,i,i,i,i,i,i
GSK3A inh,-3,-4,-4,-6,2,.,3,-2,6,2
HSF1 activator,-11,-31,1,-5,-7,-4,2,-5,2,26
HSF1 inh,-6,-16,-10,-3,5,-2,-5,-1,-3,-1
aSyn 5UTR inh,-9,-41,7,33,-27,-1,16,18,-17,1
AI-2 QS modul,4,19,5,36,-11,19,19,11,24,0

Rewritten with values under each structure: five of the compounds above
Fields: HSP90 inh | KLF5 inhibitor | IEC-6 tox | GSK3B inh | PolyA inh | GSK3A inh | HSF1 activator | HSF1 inh | aSyn 5UTR inh | AI-2 QS modul
8) COc1ccc(OC)c(NC2=NC3(CCCCC3)N=C(N)N2)c1
→ 4 | -9 | 0 | 2 | i | -3 | -17 | 5 | -9 | 13
15) Cc1ccc(C(=O)C(C)OC(=O)Cn2[nH]c(=O)c3ccccc3c2=O)cc1C (stereo unspecified)
→ 5 | -21 | -1 | -1 | i | 4 | 9 | -3 | -11 | -7
22) CCCCNC(=O)/C=C1\Sc2ccccc2NC1=O
→ 0 | -5 | 1 | -1 | i | -4 | -31 | -16 | -41 | 19
9) NC(=O)COC(=O)/C=C/c1ccc(S(=O)(=O)N2CCCCCC2)cc1
→ -2 | -4 | 0 | 0 | i | -1 | -12 | -1 | 7 | 26
1) CCC1CCCCN1C(=O)CSc1nc(N)cc(N)n1 (stereo unspecified)
→ 0 | 7 | 4 | 2 | i | -1 | ? | 33 | -14 | 9

Next section.
31: CN(C)Cc1c(O)ccc2c(=O)c(-c3ccc(Cl)cc3)coc12
32: CC(=O)N1c2ccc(S(=O)(=O)N3CCCC(C(=O)Nc4ccc(C)cc4C)C3)cc2CC1C (stereo unspecified)
33: CC/C(=N\NC(=O)c1nnn(-c2nonc2N)c1-c1ccc2c(c1)OCO2)c1ccccc1
34: C=CCNC(=O)c1onc(CSc2cccc(OC)c2)c1C(=O)O
35: CCCCCN(C(=O)CCC(=O)OCC(=O)N(C)Cc1ccccc1C)c1c(N)n(CCCC)c(=O)[nH]c1=O
36: O=C(Oc1ccccc1N1C(=O)C2CCCCC2C1=O)c1ccccc1 (stereo unspecified)
37: CCCCC(=O)NC(Nc1cc(C)ccn1)(C(=O)OCC)C(F)(F)F (stereo unspecified)
38: CNC(=O)CN1C(=O)C2C3C=CC(C3)C2C1=O (stereo unspecified)
39: CC1CCCC(C)N1/N=C/c1ccccc1Br (stereo unspecified)
40: COc1ccccc1C(C)NC(=O)CCOc1cccc(C)c1 (stereo unspecified)
compound no.,31,32,33,34,35,36,37,38,39,40
HSP90 inh,0,1,1,-10,.,3,6,-2,-1,0
KLF5 inhibitor,-33,-28,-19,-22,.,-4,-11,-7,-18,-12
IEC-6 tox,16,-11,0,-6,.,8,3,0,-5,4
GSK3B inh,.,0,-2,5,0,-6,3,1,2,-2
PolyA inh,i,.,i,i,i,i,i,i,i,i
GSK3A inh,-4,1,0,-5,0,0,.,0,0,0
HSF1 activator,19,2,42,-26,8,47,1,4,6,-3
HSF1 inh,13,3,23,-6,-1,12,-4,-3,-2,2
aSyn 5UTR inh,-35,19,-10,-11,19,-12,7,14,8,11
AI-2 QS modul,.,6,9,6,17,18,24,-2,30,16

41: O=C(CSCc1ccco1)N1CCc2ccccc21
42: COCc1ccc(CN2CCCC(C(=O)Nc3ccc(-c4cscn4)cc3)C2)o1 (stereo unspecified)
43: Nc1ccccc1Sc1cc(Cl)nnc1Cl
44: O=C1c2ccccc2C(=O)N1CCCc1nc(-c2ccccc2)no1
45: CC(C)CN(CC(C)C)c1nnc(N)s1
46: COc1cccc(OC)c1C(=O)NC(=S)NCc1ccccc1
47: Oc1ccc(N2Cc3ccccc3C2)cc1
48: FC(F)(F)c1cccc(NC(=S)Nc2ccc(Cl)cc2Cl)c1
49: COC1=C(OC)c2ccccc2C(C(=O)O)N/C1=C(/C)Nc1ccncc1 (stereo unspecified)
50: CCOc1ccc(NC(=O)CNC(=O)c2ccco2)cc1
compound no.,41,42,43,44,45,46,47,48,49,50
HSP90 inh,2,-4,3,-4,2,2,0,-2,4,-4
KLF5 inhibitor,-127,-19,-9,-8,-28,-39,-28,9,-27,-25
IEC-6 tox,-3,-3,-1,-1,0,6,-5,-7,0,-4
GSK3B inh,.,0,1,-3,0,2,0,0,-1,-1
PolyA inh,i,i,i,i,i,i,i,i,i,i
GSK3A inh,-1,-1,0,-2,.,-1,-1,10,1,0
HSF1 activator,?,4,19,1,-2,27,6,-11,14,-2
HSF1 inh,28,2,12,1,8,18,5,-13,1,-4
aSyn 5UTR inh,-83,-1,-33,-29,-12,12,-14,2,11,-43
AI-2 QS modul,.,27,7,-5,12,1,1,27,5,23

51: CC12CCC(C(=O)NNC(=O)c3ccc(F)cc3)(OC1=O)C2(C)C (stereo unspecified)
52: C/C(CC(=O)NCc1ccco1)=N\NC(=O)Cc1ccccc1
53: Cc1ccc2nc(-c3cccc(S(=O)(=O)N4CCCC4)c3)cn2c1
54: Cc1cc(Nc2ccccc2)c2c([N+](=O)[O-])cc(C)c(C)c2n1
55: CC(C)(C)c1cc(C(=S)N2CCCC2)cc(C(C)(C)C)c1O
56: C#CCOC(=O)C[N+](C)(C)C/C=C/c1ccccc1
57: COc1ccc2nc(C)cc(N3CCN(c4ccccc4)CC3)c2c1
compound no.,51,52,53,54,55,56,57
HSP90 inh,0,-1,-5,1,-3,9,0
KLF5 inhibitor,-6,-7,-56,-11,-28,9,-10
IEC-6 tox,-6,-5,-2,-1,-2,3,4
GSK3B inh,-4,2,2,-1,0,0,2
PolyA inh,i,i,i,i,i,i,i
GSK3A inh,-2,-14,-4,1,1,-1,14
HSF1 activator,-1,7,41,15,-10,-10,-5
HSF1 inh,-2,-6,21,3,3,-2,-5
aSyn 5UTR inh,1,-24,-48,44,6,-24,1
AI-2 QS modul,?,23,16,21,26,6,12

High-throughput results as filed in PubChem.

The list is partial (hit frequency here may not be typical).
